# From PubChem BioAssay
# FN deposition inh: inhibitors of fibronectin matrix deposition, primary screen, AH1F cells, Alexa488-fibronectin fluorescence, plate reader; hit rate 0.086% among 350,000; inhibition, % at 12.6 µM; AID 743247, 2014; AH1F fibroblasts, overnight;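 active = mean inhibition across replicates of 30% or more, regardless of how many single replicates reach that level; inconclusive = mean under 30% yet at least half of replicates reach 30%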;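 note: positive control wells lacked labelled fibronectin entirely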
#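 Schedule: 1 h cell adhesion before compound, then overnight fibronectin incubation; test system: AH1F fibroblast monolayer depositing Alexa488-labelled fibronectin into matrix; quantity: 10000 AH1F cells per well; probe or stimulus: fluorescent fibronectin at 24 nM final; signal: fluorescence, ex 485 nm, em 525 nm; evaluation: percent inhibition as loss of matrix-bound fibronectin fluorescence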
# PAX8 inh HTS: inhibitors of PAX8-driven TPO luciferase reporter, primary screen, RMG-I cells, single concentration | inhibition, % at 12.6 µM | hit rate 1.2% among 360,000 | SteadyGlo, 24 h | AID 652154, 2013;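 active = mean replicate inhibition at least 60% with every replicate also reaching 60%; inconclusive = only one of the two criteria is met; inactive = mean below 60% and not all replicates reaching 60%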;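 note: luciferase light reporting Pax8 driven TPO promoter activity; plate controls were median of neutral control wells for no effect and mitoxantrone controls for full effect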
# miR122 inh: miR-122 Renilla sensor signal increase in Huh7, primary screen, miR-122 inhibitor project, cell-based, single point, plate reader | hit rate 0.3% among 340,000 | AID 602342, 2012 | activation (reporter increase), % at 12.5 µM | Huh7 miR-122 Renilla luciferase sensor, 48 h; neutral wells = 0, positive control = 100;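 active = mean replicate activation score at least 90 and every replicate individually at or above 90; inconclusive = only one of the two criteria met; inactive = neither criterion met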;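 note: higher luciferase means less miR-122 activity so hits act as miR-122 inhibitors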
# INS-1E GSIS act: GLuc luminescence reporter in INS-1E cells, primary screen for activators of glucose-dependent secretion of insulin; activation, % at 16.6 µM; hit rate 0.61% among 370,000; INS-1E GLuc reporter insulin secretion, 2-3 h;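 active = lowest replicate activation of at least 40%, so every replicate reaches that level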;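 note: 0% = median of neutral control wells and 100% = median of IBMX positive control wells; some compounds called inactive have numbers as strong as hits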
# EWS-Fli inh: EWS/Fli-driven NR0B1 reporter inhibitors, primary screen, A673 cells, NR0B1 luciferase, luminescence, MLPCN library; viability-normalised; inhibition, % at 12.6 µM; hit rate 0.67% among 350,000; AID 651661, 2012;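 active = mean inhibition of at least 50% after viability correction, with every replicate also passing that limit; inconclusive = mean reaches 50% but only one of two replicates passes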;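 note: firefly luciferase signal divided by Alamar Blue viability fluorescence both relative to DMSO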
# DENV2 CPE rescue: inhibitors of DENV2 cytopathic effect, primary screen, cell-based, plate reader, single concentration. DENV2-infected cells, cytopathic effect rescue. CPE inhibition, % at 9.99 µM. hit rate 1.7% among 350,000. AID 651640, 2012; in the data active = CPE inhibition above about 20%, passing the limit was not always enough; inconclusive = no clear call, values can overlap the other calls; tested in BHK-21 cells;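 note: 0% = median of neutral control wells and 100% = median of positive control wells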
# F508del corr: F508del CFTR correction, initial screen, CFBE line, single point; activity (quench increase), % at 7.58 µM; hit rate 0.36% among 350,000; CFBE cells, YFP halide quenching; stimulated with forskolin plus potentiator P3; % fluorescence drop versus neutral controls; AID 720511, 2013;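 active = mean added fluorescence quench of at least 8% versus neutral control, with both replicates also reaching 8%; inconclusive = only one of the mean or replicate conditions met; inactive = mean below 8% and not both replicates reaching 8%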;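 note: cells transiently co-express mutant CFTR-F508del with the halide-sensitive YFP; corrector assay measuring rescue of mutant channel to the surface after 24 h compound exposure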
# Starred values were filed as active, the others as inactive; u = inconclusive; x = no result given; & = joins results of further samples; ! = repeats disagree; [ ] = remark or other dose.
SMILES,FN deposition inh,PAX8 inh HTS,miR122 inh,INS-1E GSIS act,EWS-Fli inh,DENV2 CPE rescue,F508del corr
CCOc1cc(NC(=S)NCCCN2CCOCC2)c(OCC)cc1NC(=O)c1cccc(F)c1,2,6,x,-8,4,x,-3.9
CCOc1cc(/C=C2\C(=N)N3N=C(N4CCCCC4)SC3=NC2=O)ccc1OC(=O)c1ccco1,3,-10,-3,x,-2,-7,-5.3
CC(=O)Nc1ccc(Nc2cc(C)nc3c(-c4ccc(Cl)cc4)cnn23)cc1,8,-94,-19,-38,x,x,x
O=S(=O)(c1ccc(SCc2ccccc2)nc1)N1CCCC1,-1,-13,-3,3,-15,-7,0.7
Cc1cccc(NC(=O)CCn2cnnn2)c1,-16,4,x,4,-13,-6,x
NC(=O)CCC(NS(=O)(=O)c1ccc(Cl)cc1)C(=O)NCc1ccc(Cl)cc1 (configuration not stated),-1,45,x,-14,3,-11,0.7
COc1cccc(S(=O)(=O)N2C[C@@H]3N[C@H](C2)C3c2ccc(/C=C/c3ccccc3)cc2)c1 (some centres not stated),-1&-1,92*!,x,34&82,-17&-3,0&0,-0.8&-3.2
O=C(COC(=O)c1ccc(O)cc1)NC1CCCC1,10,0,-3,20,-5,1,-1.8
Cc1noc(C)c1S(=O)(=O)Nc1ccc2c(c1)C(=O)N([C@H](C)CO)C[C@@H](C)[C@@H](CN(C)C)OCCCC[C@@H](C)O2,7,3,9[16.7 µM],6,-10,10,1.5
O=C(c1cc(C(=O)N2CCCC2)cc([N+](=O)[O-])c1)N1CCCC1,5,-12,3,-8,4,3,-1.3
O=c1[nH]c2ccccc2nc1-c1nnnn1C1CCCC1,-2,11,x,49*,7,-4,-1.2
CN(C(=O)c1cccc(NC(=O)Cc2ccc(NC(=O)C3CCN(C(=O)CCc4ccccc4)CC3)cc2)c1)C1CCCC1,-1,9,x,25,2,16,-1.0
CC1(C)CC(=O)C=C(Nc2ccc([N+](=O)[O-])cc2)C1,6,5,5,x,23,4,x
Cc1ccc(N2CS(=O)(=O)/C(=C/N(C)C)C2=O)cc1,8,-136,-15,x,x,x,x
CN(CC(=O)Nc1ccccc1Cl)C(=O)CSc1nnc(N)s1,-3,0,-4,10,-4,3,-1.5
Cn1c(=O)c2c(SCC(=O)Nc3ccccc3F)nc(-c3ccccc3F)nc2n(C)c1=O,x,16,5,15,x,-4,0.3
CCOC(=O)CSc1nc2ccccc2c(=O)n1-c1ccc(C)cn1,4,8,0,17,10,-4,0.4
C/C=C/c1ccc([C@H]2[C@@H](CO)N(C(=O)CN(C)C)C23CN(C(=O)C2CC2)C3)cc1,2,22,x,6,1,-6,1.5
CCN(CC)S(=O)(=O)c1ccc(NC(=O)COc2c(OC)cccc2OC)cc1,-12,-9,-16,x,x,x,x
COc1ccc(-c2nnc(SCC(=O)Nc3ccc4c(c3)OCCO4)n2N)cc1OC,2,-20,-10,x,x,x,x
O=C(Cc1ccncc1)NCC[C@H]1CC[C@@H](NC(=O)C2CCC2)[C@H](CO)O1,x,-4,x,25,-1,5,1.3
C[C@@H]1CCCCO[C@H](CN(C)S(=O)(=O)c2ccc(F)cc2)[C@@H](C)CN([C@@H](C)CO)C(=O)c2cc(NC(=O)c3ccncc3)ccc2O1,-5,x,4[16.7 µM],-21,-1,13,1.5
C[C@@H]1CCCCO[C@@H](CN(C)C(=O)Nc2cccc3ccccc23)[C@H](C)CN([C@@H](C)CO)C(=O)c2cc(NS(=O)(=O)c3ccccc3)ccc2O1,0,22,-9[16.7 µM],10,13,-17,-1.3
CCOC(=O)/C=C(C)\C=C\c1c[nH]c2ccccc12,8,2,x,x,36,-5,-1.2
COc1cccc(CN2CC(C(=O)NCCc3ccccc3C(F)(F)F)CCC2=O)c1 (configuration not stated),2,-3,-1,-12,-13,-2,1.3

# Record cards, as listed above.
# Profile of `Cc1cccc(NC(=O)CCn2cnnn2)c1` : FN deposition inh: -16; PAX8 inh HTS: 4; miR122 inh: x; INS-1E GSIS act: 4; EWS-Fli inh: -13; DENV2 CPE rescue: -6; F508del corr: x
# Profile of `CC(=O)Nc1ccc(Nc2cc(C)nc3c(-c4ccc(Cl)cc4)cnn23)cc1` : FN deposition inh: 8; PAX8 inh HTS: -94; miR122 inh: -19; INS-1E GSIS act: -38; EWS-Fli inh: x; DENV2 CPE rescue: x; F508del corr: x

# Additional records follow.
SMILES,FN deposition inh,PAX8 inh HTS,miR122 inh,INS-1E GSIS act,EWS-Fli inh,DENV2 CPE rescue,F508del corr
C/C=C/c1ccc2c(c1)O[C@H](CN(C)C(=O)c1cccc(F)c1)[C@@H](C)CN([C@H](C)CO)S2(=O)=O,x,x,9[16.7 µM],-13,7,-5,0.6
CCN(CC(=O)NCc1ccc(Cl)cc1)C(=O)/C=C/c1cc(OC)c(OC)c(OC)c1,5,17,x,-22,4,-4,1.6
CCCCCCSc1ccc([C@H]2N[C@@](C)(C(=O)OC)[C@H]3C(=O)N(CC)C(=O)[C@@H]23)cc1,-5,9,-5,-16,19,0,-0.4
COc1ccc([C@H]2CC(=O)C=C(c3cccc(Br)c3)C2)cc1,-1,6,5,13,-10,x,-1.9
CS(=O)(=O)N1C[C@@H](O)COC[C@H]2O[C@@H](CC(=O)NC3Cc4ccccc4C3)CC[C@@H]21,-2,-8,-6[16.7 µM],7,2,4,-6.6
CC1CCN(C(=O)CSc2nnc(-c3ccco3)n2N)CC1,-1,-1,-2,23,1,-2,-1.6
COc1ccccc1NS(=O)(=O)c1ccc(C(=O)NCc2ccc(S(N)(=O)=O)cc2)cc1,-10,4,x,10,-1,-9,2.8
CCOC(=O)c1sc(NC(=O)c2ccc(=O)[nH]c2)nc1C,-1,4,x,13,-10,-4,1.0
C[C@H](NC(=O)C[C@@H]1CC[C@@H]2[C@H](COC[C@@H](O)CN2C(=O)Nc2cc(Cl)cc(Cl)c2)O1)c1ccccc1,12,49,-3[16.7 µM],-20,9,12,-0.3
COc1ccc(C(=O)Nc2nnc(SCC(=O)NC3CCCC3)s2)c(OC)c1,x,-232,x,8,x,17,1.5
CCCn1c2ccc(C)cc2c2nnc(SCCN3CCCCC3)nc21,2,12,7,0,-84,3,2.2
COc1ccc(S(=O)(=O)Nc2c(C)cc(C)cc2C)c2cccnc12,9,6,-5,8,-1,-7,-1.9
O=C(COC(=O)c1c(F)cccc1F)Nc1ccc2[nH]c(=O)[nH]c2c1,10,-8,x,-9,-13,-5,x
Cc1ccc(C)c(-c2cc(C(=O)N/N=C/c3cccnc3)c3ccccc3n2)c1,-10,-4,-1,1,-1,-4,4.7
CCN(CC)c1ccc(NC(=O)CCCOc2cccc(C)c2)cc1,x,5,1,-20,-5,8,-1.8
O=C1c2cccc3cccc(c23)C(=O)N1CCCCCc1n[nH]c(=S)o1,3,-1,x,1,8,3,1.5
C[C@@H]1CN([C@H](C)CO)C(=O)c2cc(Br)cnc2O[C@@H]1CN(C)CC1CCOCC1,-1,-5,1[16.7 µM],x,9,0,-0.3
COc1ccc(NC(=O)N(C)C[C@@H]2Oc3c(NS(=O)(=O)c4ccc(OC)cc4)cccc3C(=O)N([C@H](C)CO)C[C@@H]2C)cc1,x,8,5[16.7 µM],-13,-9,12,-2.1
O=C1CCc2cc(S(=O)(=O)NC(Cc3ccccc3)C(=O)NC3CCCCC3)ccc2N1 (configuration not stated),-2,9,-6,0,-1,0,-2.2
CCCN(CC(=O)Nc1ccc(F)c(F)c1F)C(=O)c1cc(S(=O)(=O)N(C)C)ccc1N1CCCC1,-3,36,-5,x,-2,-6,1.6
O=C(NCCC(=O)N1CCC2(CC1)NCCc1[nH]cnc12)c1cccc(Cl)c1,-3,-24,-2,8,3,9,-2.2
COc1ccc(Cl)c2sc(N3CCN(C(C)=O)CC3)nc12,-2,4,8,14,-2,12,1.1
CCCNC(=O)N1C[C@@H](C)[C@@H](OC)CN(C)C(=O)c2cc(NS(=O)(=O)CC)ccc2OC[C@H]1C,9,-5,1[16.7 µM],3,-2,-10,x
C=CCOc1cccc(/C=C/c2nc3ccccc3c(=O)[nH]2)c1,-9,-108,-1,41,-51,10,-2.3
Cc1ccc(S(=O)(=O)N(C)C[C@H]2Oc3ncc(Br)cc3C(=O)N([C@@H](C)CO)C[C@@H]2C)cc1,x,8,4[16.7 µM],-21,-6,-3,1.1
SMILES,FN deposition inh,PAX8 inh HTS,miR122 inh,INS-1E GSIS act,EWS-Fli inh,DENV2 CPE rescue,F508del corr
C[C@H]1CN([C@@H](C)CO)C(=O)c2cc(-c3ccc(C(=O)N(C)C)cc3)cnc2O[C@@H]1CN(C)C(=O)CN(C)C,x,x,10[16.7 µM],-3,-3,-2,-1.1
C[C@@H]1CCCCO[C@@H](CN(C)Cc2ccccc2)[C@H](C)CN([C@H](C)CO)C(=O)c2cc(NC(=O)c3ccccc3)ccc2O1,-10,-19,-4[16.7 µM],-8,6,24*,-0.6
CCOc1cccc(C(=O)Nc2cccc(-c3nc4ncccc4o3)c2C)c1,13,21,-1,x,x,x,x
C[C@H]1CN([C@@H](C)CO)C(=O)c2cccc(NC(=O)CCCCCC(=O)Nc3ccccc3N)c2O[C@H]1CN(C)Cc1ccc(Oc2ccccc2)cc1,x,23,x,-8,30,u,-3.1
COc1ccc2c3c(n(C)c2c1)[C@H](CO)N(Cc1cc(F)ccc1F)CC31CCN(C(=O)C2CC2)CC1,x,3,x,-13,15,6,1.9
Cn1c(O)c(N=NC(=O)CNC(=O)c2ccccc2)c2ccccc21,1,-10,x,14,-2,17,0.7
CC(=O)Nc1ccc(CN(C)c2c(C)nc3ccc(C(=O)N4CCN(c5ccccc5)CC4)cn23)cc1,1,5,0,5,1,19,1.8
Cc1cc(-c2nn(-c3ccccc3F)cc2CNCCc2cnc[nH]2)c(C)s1,5,2,4,27,15,1,2.2
[O-][n+]1c2ccccc2c2n1CCN=C2c1ccc(Cl)cc1,6,6,9,14,-8,-7,-0.1
N#C[C@@H]1N[C@@H](CO)[C@@H]1c1ccc(C#CC2CCCC2)cc1,-8,-12,x,9,-10,12,-3.4
O=C(Cn1c2ccccc2c(=O)c2ccccc21)Nc1cccc(F)c1,-7,-7,0,-2,0,-2,-0.1
CS(=O)(=O)Nc1ccc(C(=O)N2CCc3ccccc3C2)cc1,-6,-10,x,2,-6,-2,2.7
CCCCn1c(N)c(N(CCOC)C(=O)CSCc2ccc(Cl)c(Cl)c2)c(=O)[nH]c1=O,6,19,x,-22,10,5,-0.9
O=C(Nc1ccncc1)C1(c2ccccc2)CCCC1,x,x,2,-11,5,9,0.6
COc1ccccc1OCC(=O)N/N=C/C=C/c1ccc([N+](=O)[O-])o1,-2,42,13,-6,13,12,x
CC(=O)Nc1ccc(C(=O)OCC(=O)N2CCN(C(=O)c3ccco3)CC2)cc1,3,14,-10,x,-1,2,1.2
COc1ccc(OC)c(CN2CCN(Cc3cc(=O)oc4cc(O)ccc34)CC2)c1,1,14,x,3,-1,8,0.9
O=S(=O)(c1ccccc1)c1cnn2c(C(F)(F)F)cc(-c3ccccc3)nc12,3,15,-6,x,x,x,x
Cc1cc(C)nc(-n2ncc3c2CC(c2ccc(C(C)C)cc2)CC3=O)n1 (configuration not stated),x,5,x,9,2,2,-2.2
Cc1cc(=O)c(C(=O)O)nn1-c1ccccc1F,1,3,0,4,-6,-1,-0.2
NC(=S)c1csc(CCNC(=O)c2ccccc2)n1,6,-6,-6,-4,-8,17,-1.5
CC(C)NC(=O)NCC[C@@H]1CC[C@@H](NC(=O)c2ccc(F)cc2)[C@H](CO)O1,6,-3,-11[16.7 µM],8,5,-2,0.1
